DT40 TDP1 CPT – DT40-hTDP1 cell growth loss with CPT; chicken DT40 Tdp1-/-;hTDP1 cells + 20 nM CPT, ATP luminescence, 48 h; Potency, µM (top dose mostly 46.2 µM), inactives show at the highest dose activity change, negative = growth inhibition, most hits filed as inhibitors; hit rate 12% among 420,000; active = well fitted inhibition curve with a large enough effect; inconclusive = small, poorly fitted or top-dose-only effect; note: nearly all actives have a fitted effect of over 55% in size
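Cell growth measured by CellTiter-Glo luminescence after a minimum 48 h, 37 C compound exposure with 20 nM CPT in Tdp1-knockout DT40 cells stably expressing hTDP1, seeded 400/well; qHTS titration format.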
Active calls of the source: *; ? = inconclusive; [ ] = dose if it differs, or a comment. % is set by controls: 0 for no effect and ±100 for the full control effect; potency is the fitted concentration of half-maximal effect. Not all compounds are listed; count on the stated rates, not on these rows.

| Structure | DT40 TDP1 CPT |
| --- | --- |
| CCCCCCN1C[C@H](n2cc(-c3ccc(F)cc3)nn2)[C@@H](O)C[C@@H]1c1ccccc1 | ? |
| COc1ccc(-c2csc(C(O)c3ccc(F)c(F)c3)n2)cn1 (stereo not given) | -3% |
| O=C(Nc1ccc([N+](=O)[O-])cc1Cl)c1cccc([N+](=O)[O-])c1 | -17% |
| Cc1cccc(C(=O)N2CCC(C)(C(=O)NS(=O)(=O)C3CC3)C2)c1C (stereo not given) | -6% |
| OCC1(CO)COC(C(Cl)(Cl)Cl)OC1 | 10% |
| Fc1ccc(Nc2nc(NCc3ccccc3)nc3ccsc23)cc1 | 8.2µM* |
| Cc1cccc(C)c1C(O)c1ncc(-c2cccc3ccccc23)[nH]1 (stereo not given) | 21µM* |
| N#CN1C2CCC1CC(O)(c1ccccc1)C2 (stereo not given) | -1% |
| COc1ccc(CNC(=O)c2cnn(-c3nccc(-c4ccco4)n3)c2C)cc1OC | 11%[9.04 µM] |
| CCc1nc2ccc(C(=O)Nc3ccc(OC)c(OC)c3)cn2c1N(C)Cc1ccc(OC)cc1 | ? |
| O=C(NCc1nnc2n1CCN(C(=O)c1cccc(Cl)c1)CC2)C1CC1 | 11%[9.04 µM] |
| Cc1ccc([C@H]2C[C@@H](n3cc(C4CC4)nn3)[C@H](O)CN2C(=O)C2CCCCC2)cc1 | -14% |
| CCOC(=O)N(C)C[C@H]1OCc2cnnn2CCCC(=O)N([C@@H](C)CO)C[C@@H]1C | 3% |
| Cc1cc(F)ccc1-c1cc(C(=O)NCc2ccc(C(F)(F)F)cc2)[nH]n1 | ? |
| CC1(C(=O)NS(=O)(=O)c2ccc(F)cc2F)CCN1C(=O)CCc1ccccc1 (stereo not given) | -3% |
| O=C(NCC(c1cccs1)N1CCOCC1)c1cc(F)cc(F)c1 (stereo not given) | 21µM* |
| CC(C)c1ccc(C(=O)N2CCOCC2c2cc(C(=O)Nc3ccccc3)no2)cc1 (stereo not given) | ? |
| Cn1ccc2c(N3c4ccccc4CCc4ccccc43)cc3c(c21)C1CCC3C1 (stereo not given) | 2.3µM* |
| CN(C)S(=O)(=O)c1cccc(NC(=O)COc2ccccc2C(=O)Nc2ccccc2)c1 | 18µM* |
| CCN(CC)C(=O)c1cccc(-c2csc(C(NC(C)=O)c3ccc(F)c(F)c3)n2)c1 (stereo not given) | ? |
| Cc1cc(C(=O)N2CCc3ccccc32)ccc1[N+](=O)[O-] | 1% |
| CCN(CCn1cccn1)C(=O)c1ccc(OC2CCN(C(=O)CCOC)CC2)cc1 | -19% |
| CC(=O)N1CCOC12CCN(Cc1ccccc1)CC2 | 14% |
| CCCCN1C(=O)C(CC(=O)NCc2cccc3ccccc23)CC(C(=O)N(C)C)=C1C (stereo not given) | -6% |
| CCC1NC(=O)c2cc3ccccc3cc2-n2c1nc1cc(OC)c(OC)cc1c2=O (stereo not given) | ? |
| COc1cc(C(C)=O)ccc1OCC(=O)Nc1ccc(S(=O)(=O)N2CCCCC2)cc1 | -95% |
| COC(=O)c1cc(CNC(=O)c2cccc(N(C)C)c2)cc(NC(=O)c2ccccc2Cl)c1 | 0%[9.04 µM] |
| O=C(Nc1nnc(-c2ccco2)o1)c1ccc(S(=O)(=O)N2CCCCC2)cc1 | 21µM* |
| CC1(Cc2ccccc2C#N)C(=O)Nc2cc(-c3ccccc3Cl)ccc21 (stereo not given) | 23µM* |
| CCC(C)[C@H]1CNC(=O)C(=O)N1CCc1cccc2ccccc12 (stereo not given in full) | -7% |
| CC(C)(C)NC1=NCCNC(c2ccccc2)=C1 | -20% |
| COc1ccccc1OCC(=O)Nc1ccc(C(=O)Nc2ccccc2C(=O)O)cc1 | -22% |
| COc1ccccc1CNCc1ccc2c(c1)OCO2 | -17% |
| COc1cccc(CN2CCCC(c3nc(-c4ccncc4)ncc3-c3ccccc3C)C2)c1O (stereo not given) | ? |
| Cc1ccc(-c2nc3c(Cl)cc(C(F)(F)F)cn3c2Cc2ccccc2)cc1 | ? |
| CN(C)CCN1CCN(C2CN(C3CCCCC3)S(=O)(=O)C2)CC1 (stereo not given) | ? |
| COc1ccc(C=C2CCc3ccccc3C2=O)cc1 | ? |
| NC(=O)c1ccsc1NC(=O)COC(=O)CCc1ccccc1 | -10% |
| COc1cc(C(O)c2nc(-c3cccc(C(C)C)c3)cs2)ccc1F (stereo not given) | ? |
| Cc1cc2nc(NC(=O)C3(C)CCN(C)C3)[nH]c2cc1C (stereo not given) | -27% |
| OC[C@@H]1CN(CCN2CCOCC2)C[C@H](n2cnc3c(NCc4ccc(F)cc4)ncnc32)O1 | -16% |
| Cc1cccnc1C(NC(=O)C1CCN(CCOc2ccc(F)cc2)CC1)c1ccc(Cl)cc1 (stereo not given) | ? |
| Cc1cccc(C(O)c2ncc(-c3ccccc3)[nH]2)c1C (stereo not given) | 18µM* |
| COc1ccccc1N(C)c1cc2c(c3c1ccn3C)C1CCC2O1 (stereo not given) | 23µM* |
| COC(=O)C[C@H]1C=C[C@@H](NC(=O)C2CC2)[C@@H](CO)O1 | 3% |
| CC1(C)S[C@@H]2[C@H](NC(=O)Cc3ccccc3)C(=O)N2[C@H]1C(=O)O (tested in a mixture with another compound) | -2% |
| COc1cccc(CCNc2ncnc3sc(C(=O)N4CCOCC4)c(C)c23)c1 | -8% |
| [O-][n+]1cccc(CO)c1 | 22% |
| C[C@H]1CN([C@@H](C)CO)C(=O)CCCn2cc(nn2)CO[C@@H]1CN(C)S(=O)(=O)c1ccc(-c2ccccc2)cc1 | -27% |
| O=C(Nc1ccc(OCc2ccccc2)cc1)Nc1nnc([C@H]2C[C@H](O)[C@@H](CO)O2)s1 | ? |

Of the compounds above, 2 have a COOH group:
| Structure | DT40 TDP1 CPT |
| --- | --- |
| COc1ccccc1OCC(=O)Nc1ccc(C(=O)Nc2ccccc2C(=O)O)cc1 | -22% |
| CC1(C)S[C@@H]2[C@H](NC(=O)Cc3ccccc3)C(=O)N2[C@H]1C(=O)O (tested in a mixture with another compound) | -2% |

The list goes on.
| Structure | DT40 TDP1 CPT |
| --- | --- |
| CCc1cc(C(=O)Nc2cc(S(=O)(=O)N3CCCCC3)ccc2N2CCN(C)CC2)sc1C | 4.6µM* |
| Cc1cc(C(=O)OC(C)C(=O)NC2CCCCC2C)c2ccccc2n1 (stereo not given) | -25% |
| CCCn1c(=S)[nH]c2cc(C(=O)N3CCN(c4ccc(F)cc4)CC3)ccc2c1=O | ? |
| Cc1ccc(S(=O)(=O)NCc2ccccc2Br)cc1 | ? |
| Nc1ccn([C@@H]2O[C@H](C(=O)NCCCN3CCCC3=O)[C@@H](O)[C@H]2O)c(=O)n1 | -11% |
| OCC[C@@H]1C[C@H](O)[C@@H](O)[C@@]2(OCc3cc(C(F)(F)F)ccc32)O1 | -3% |
| CC(C)CNC(=O)C1C(=O)Nc2ccccc2C(=O)N1C1CCCCC1 (stereo not given) | 3% |
| O=S(=O)(Nc1ccccc1N1CCCC1)c1ccccc1C(F)(F)F | 21µM* |
| O=C(Oc1ccc[nH]c1=O)C1CC1 | -8% |
| COc1ccc(-c2coc3c(C(=O)N4CCN(C)CC4)cccc23)c(C)c1 | ? |
| O=C1CCCN1c1ccc([N+](=O)[O-])cc1 | 10% |
| CC(=O)Nc1cc(-c2cccc(F)c2)cn2c(-c3ccc(F)c(Cl)c3)cnc12 | ? |
| NC(c1ccc(F)c(F)c1)c1nc(-c2cc(F)cc(F)c2)cs1 (stereo not given) | -41% |
| CCOC(=O)C1(C)CCCN(C(=O)c2cc(OC)c(OC)c(OC)c2)C1 (stereo not given) | 6% |
| CNC[C@@H]1Oc2cc(Br)ccc2S(=O)(=O)N([C@H](C)CO)C[C@@H]1C | -11% |
| c1ccc(OCCNc2ccn3nc(-c4ccco4)cc3n2)cc1 | ? |
| COC(=O)[C@]12CCCCC=C1N(CCc1ccc(OC)c(OC)c1)C(=O)[C@H](CC(=O)NCC1CCCCC1)C2 | ? |
| CCOC(=O)C1=CCN(S(=O)(=O)c2ccccc2Cl)C1c1ccc(C)cc1 (stereo not given) | 26µM* |
| CC1(C(=O)Nc2ccc3c(c2)OCO3)CCN1Cc1ccccc1OC(F)F (stereo not given) | ? |
| COc1ccc([C@H]2CN(c3ccccc3)C(=O)[C@@H]2CC(=O)Nc2ccccc2)cc1 | ? |
| COc1cc(-c2cc(NC(C)=O)c3ncc(-c4cc(OC)c(OC)c(OC)c4)n3c2)cc(OC)c1OC | 8.2µM* |
| Cn1c(NCCc2ccncc2)nc2cc(-c3cccc(C(F)(F)F)c3)sc2c1=O | ? |
| O=C(OCC(COC(=O)c1cccnc1)(COC(=O)c1cccnc1)COC(=O)c1cccnc1)c1cccnc1 | 5% |
| CS(=O)(=O)Nc1cc2occ(NC=O)c(=O)c2cc1Oc1ccccc1 | 2% |
| CN1CCCC(C)(C(=O)Nc2ccc(-n3cccc3)cc2)C1 (stereo not given) | -18% |

The final four compounds of the part before come first, to join the parts.
| Structure | DT40 TDP1 CPT |
| --- | --- |
| Cn1c(NCCc2ccncc2)nc2cc(-c3cccc(C(F)(F)F)c3)sc2c1=O | ? |
| O=C(OCC(COC(=O)c1cccnc1)(COC(=O)c1cccnc1)COC(=O)c1cccnc1)c1cccnc1 | 5% |
| CS(=O)(=O)Nc1cc2occ(NC=O)c(=O)c2cc1Oc1ccccc1 | 2% |
| CN1CCCC(C)(C(=O)Nc2ccc(-n3cccc3)cc2)C1 (stereo not given) | -18% |
| COc1ccc(C(=O)Nc2nc(CC(=O)NCc3c(F)cccc3F)cs2)cc1 | ? |
| COc1cccc(/C=N/NC(=O)c2nnn(-c3nonc3N)c2CN(C)C2CCCCC2)c1 | ? |
| CCCCCCN1C[C@@H](n2cc(-c3ccc(F)cc3)nn2)[C@H](O)C[C@@H]1c1ccccc1 | ? |
| CN(C)C(=O)CNc1ccn2nc(-c3cccc(OCCN4CCOCC4)c3)cc2n1 | 11% |
| CCOC(=O)C(Cc1ccc(O)cc1)NC(=O)c1cc2c(cn1)[nH]c1ccccc12 (stereo not given) | -22% |
| Cc1onc(-c2ccccc2)c1C(=O)NC1CCCCC1C (stereo not given) | ? |
| CCOc1ccc(CCN2C(=O)C(=O)N([C@@H](Cc3ccc(O)cc3)CN3CCC[C@H]3CN3C(=O)C(=O)NC[C@@H]3CC(C)C)C[C@@H]2Cc2ccccc2)cc1 | ? |
| O[C@H]1CN(Cc2cccs2)[C@@H](c2ccccc2)C[C@@H]1n1cc(C2CC2)nn1 | -7% |

Laid out differently: results already given
CN(C)C(=O)CNc1ccn2nc(-c3cccc(OCCN4CCOCC4)c3)cc2n1
  DT40 TDP1 CPT: 11%
CCCCCCN1C[C@@H](n2cc(-c3ccc(F)cc3)nn2)[C@H](O)C[C@@H]1c1ccccc1
  DT40 TDP1 CPT: ?
CCOC(=O)C(Cc1ccc(O)cc1)NC(=O)c1cc2c(cn1)[nH]c1ccccc12 (stereo not given)
  DT40 TDP1 CPT: -22%

The listing continues:
| Structure | DT40 TDP1 CPT |
| --- | --- |
| O=C(O)c1ccccc1-c1ccc(C=c2sc3nc4cc(Br)cnc4n3c2=O)o1 | ? |
| CC(=O)Nc1ccc(C(=O)N2CCCCC2c2cc(C(=O)NC(C)C)no2)cc1 (stereo not given) | -1% |
| Cc1cn2cc(CNC(=O)CN3Cc4ccccc4OC(c4ccccc4F)C3)nc2s1 (stereo not given) | -5% |
| O=C(Nc1ccc([N+](=O)[O-])cc1)c1cccc([N+](=O)[O-])c1 | 6% |
| CCCCCc1c(-c2ccc(OC)c(OC)c2)ncn1CCc1ccccc1OC | 2.3µM* |
| CCOC(=O)[C@]12CCC=C1N(Cc1ccccc1)C(=O)[C@H](CC(=O)NCc1ccccc1)C2 | ? |
| CC(=O)C1=CCC(c2ccc(C(C)C)cc2)N(S(=O)(=O)c2ccc(C)cc2)C1 (stereo not given) | -102% |
| CC1(C)CN(Cc2ccccc2)C(=O)[C@H]1CC(=O)Nc1ccc(Br)cc1 | ? |
| O=C(Nc1ccc(F)cc1)C(c1cccc(F)c1)N1CCN(Cc2c(F)cccc2Cl)CC1 (stereo not given) | ? |
| Cc1nc2ccc(C(=O)N3CCc4c(cnc(C)c4CNC(=O)/C=C/c4cccs4)C3)cc2nc1C | 16%[9.04 µM] |
| CCCCN(C(=O)c1ccccc1Br)C(c1ccc(OC)cc1)c1nc2ccccc2[nH]1 (stereo not given) | 16µM* |
| CCc1nc2ccc(C(=O)N(C)CCCN(C)C)cn2c1N(C=O)CCC(C)C | -16% |
| C[C@@H]1CN([C@@H](C)CO)C(=O)CCCn2nncc2CO[C@H]1CN(C)C(=O)Nc1ccccc1F | -8% |
| C[C@@H]1CN([C@@H](C)CO)C(=O)CCCn2nncc2CO[C@H]1CN(C)S(=O)(=O)c1ccc(C#N)cc1 | -16% |
| CCN(CC1CCCO1)C(=O)CCc1nnc(CCc2ccccc2)o1 (stereo not given) | -4% |
| COc1ccccc1CN1C(=O)C(Cc2ccccc2)ON=C1c1ncccc1C (stereo not given) | ? |
| Cn1c(NCc2cccnc2)nc2cc(-c3cccc(C(=O)NCCO)c3)sc2c1=O | 9.2µM* |
| CC1(C(=O)NS(=O)(=O)C2CC2)CCCN(C(=O)c2ccc(C(F)(F)F)cc2)C1 (stereo not given) | 0.73µM* |
| C[C@H]1CN([C@@H](C)CO)C(=O)CCCn2nncc2CO[C@@H]1CN(C)Cc1ccc2c(c1)OCCO2 | -2% |
| COc1c(C)cc(C(O)c2ncc(-c3ccc(Cl)cc3)[nH]2)cc1C (stereo not given) | ? |
| COC(=O)[C@]12CCCCC=C1N(Cc1cccc3ccccc13)C(=O)[C@H](CC(=O)NCCc1ccccc1OC)C2 | ? |
| CCOC(=O)[C@]12CCC=C1N(Cc1ccc3c(c1)OCO3)C(=O)[C@H](CC(=O)NCc1cccc(C(F)(F)F)c1)C2 | 21µM* |
| C[C@H](NC(=O)c1ncn2c1C(=O)NC[C@H]2C)c1ccccc1 | 7% |
| Cc1ccc(-c2ccc(CN3C(CC(C)C)C(=O)N(Cc4cn(CCC5OCCO5)nn4)CCS3(=O)=O)cc2)cc1 (stereo not given) | 15µM* |
| Cc1cc(NS(C)(=O)=O)c(=O)n(Cc2cccc(C(F)(F)F)c2)c1 | -19% |

Compound activity from PubChem BioAssay.
